# MRP reversal: MRP-mediated drug resistance reversal. H69AR cells + 2 uM doxorubicin, CellTiter-Glo, 72 h. 85,000 compounds, 0.04% hits. differential viability (reversal), % at 10 µM;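 active means viability drop by adding the cancer drug above about 55%, with treated viability meeting a 40% cutoff, limit read from the data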;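 further: viability without doxorubicin minus viability with 2 µM doxorubicin for each compound; larger differential means the compound sensitizes cells more to doxorubicin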
# PLAP inhibitors HTS: inhibition of human placental alkaline phosphatase – biochemical, luminescence, HTS (AID 690). purified PLAP, luminescent substrate; higher % means a stronger effect. one-dose inhibition, % at 20 µM; IC50 in µM for titrated hits. 96,000 compounds, 0.08% hits; in the data active means a potency from the dose series; inactive means the rest, 99 in 100 with inhibition below about 30%; further: strong numbers were not always called active
# IL1B NFkB pot: enhances IL-1B driven NFkB nuclear translocation | HUVEC IL-1B NFkB p65 nuclear translocation imaging | activation, % at 2 µM | 94,000 compounds, 0.3% hits | AID 819;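 active means activation above 40%, about the mean plus 3 SD, also judged a hit on visual image review; inconclusive means activation above 40% but not a hit on visual review; inactive means activation not above 40% and no visual hit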;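 further: percent activation is computed from the nuclear over cytoplasmic p65 intensity ratio; values of inactives mirror those of a sister screen read the other way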
# Bcl-B TR3 displacers: displacers of TR3 peptide from Bcl-B, primary screen, selectivity assay for Bfl-1 inhibitor project, biochemical, fluorescence polarization. 96,000 compounds, 0.11% hits. FP displacement of FITC-TR3 peptide from Bcl-B; higher % means a stronger effect. displacement, % at 20 µM; hits with a dose series show IC50 in µM. AID 748;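 active means displacement above 50% at 20 µM plus a fluorescence interference ratio under 1.5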;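 further: plate controls were wells without compound for no effect and wells lacking Bcl-B protein for full effect; a part of the inactive calls stands beside numbers as strong as those of hits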
# IL1B NFkB inh: blocks IL-1B driven NFkB nuclear translocation in HUVEC cells; inhibition, % at 2 µM; HUVEC IL-1B NFkB p65 nuclear translocation imaging; 94,000 compounds, 0.43% hits;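 active means inhibition above about 30% together with a positive call from visual inspection of the well image, limit read from the data; inconclusive means inhibition above a set limit but visual check negative; inactive means inhibition not above a set limit, visual check negative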;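 further: nuclear over cytoplasmic p65 intensity ratio measured by imaging; 0% = IL-1B stimulated DMSO wells and 100% = unstimulated DMSO wells; values of inactives mirror those of a sister screen read the other way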
# MRP reversal cytotoxicity: second read-out of MRP reversal, no call of its own (marks repeat the call); viability, %; H69AR cells, CellTiter-Glo, 72 h; measured here: cytotoxicity without doxorubicin
# MRP reversal with doxorubicin: second read-out of MRP reversal, no call of its own (marks repeat the call); viability, %; measured here: viability with 2 uM doxorubicin; stronger effect = lower value
# IL1B NFkB inh cell count 2 µM: also measured in IL1B NFkB inh; calls as there; cell count; measured here: cells passing quality filter;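 raw number of nuclei counted in each imaged well without normalization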
# IL1B NFkB pot cell count 2 µM: recorded beside IL1B NFkB pot, whose call it bears; cell count; measured here: cells passing quality filter
# * marks the source's active call; other numbers are inactive results; u = inconclusive; x = no result given. A portion of the library; the hit share may differ from the screen's.
SMILES,MRP reversal,MRP reversal cytotoxicity,MRP reversal with doxorubicin,PLAP inhibitors HTS,IL1B NFkB pot,IL1B NFkB pot cell count 2 µM,Bcl-B TR3 displacers,IL1B NFkB inh,IL1B NFkB inh cell count 2 µM
CC(C)(O)P(C)(=O)c1ccccc1 (stereo not given),11,103,92,10%,13,192,-2%,-13,192
COc1ccccc1C1c2c(oc3ccc(Cl)cc3c2=O)C(=O)N1c1cc(C)on1 (stereo not given),3,40,37,x,8,123,x,-8,123
O=C(CSc1nc2sc3c(c2c(=O)n1Cc1ccco1)CCC3)N1CCc2ccccc21,1,29,28,x,20,122,x,-20,122
Cc1cc(C)n(-c2nc(N(c3ccccc3)c3ccccc3)nc(-n3nc(C)cc3C)n2)n1,3,12,9,x,-4,131,x,4,131
O=C(Cn1ncc2c3ccccc3n(Cc3ccccc3)c2c1=O)N1CCN(c2ncccn2)CC1,7,83,77,-94%,13,138,-16%,-13,138
COc1ccccc1C(c1nnnn1CS(=O)(=O)c1ccc(C)cc1)N1CCSCC1 (stereo not given),-1,80,81,-50%,5,105,-4%,-5,105
Cc1ccc(-c2nc3sc4c(N)ncnc4c3c3c2CCCC3)cc1,x,x,x,13%,25,116,-3%,-25,116
O=C(OCn1ncc(Br)c(Br)c1=O)c1ccc(F)cc1,1,2,1,3%,-20,175,9%,20,175
Cc1cc(C)n(C(=O)c2ccc(S(=O)(=O)NCC3CCCO3)cc2)n1 (stereo not given),3,95,92,-19%,-7,163,-11%,7,163
CCC(C)c1ccc(OCCn2cc(/C=N/NC(=O)CSc3nnc(C)s3)c3ccccc32)cc1 (stereo not given),-7,84,91,-57%,3,220,-20%,-4,220
Brc1ccc(-c2nnc(-c3ccc4c(c3)OCO4)o2)o1,10,100,91,16%,4,116,-5%,-4,116
CCOC(=O)c1c(NC(=O)COC)sc(C(C)=O)c1C,-9,68,77,33%,0,130,-16%,0,130
CC(C)C(=O)Nc1cccc(C(=O)Nc2ccccc2C(=O)O)c1,4,100,96,-28%,16,174,12%,-16,174
CC(=O)NCCN=Cc1sc2ccccc2c1O,13,104,91,1%,9,134,-5%,-9,134
CN1CCN(CCC(=O)Nc2ccc(OCc3ccccc3)cc2)CC1,7,91,85,-21%,5,162,4%,-5,162
O=C(CCSCCC(=O)N1CCCC1)N1CCCC1,10,95,85,-12%,-2,152,-5%,2,152
Cn1cnnc1SCC(=O)N1c2ccccc2-c2c(ssc2=S)C1(C)C,-10,79,89,3%,x,x,20%,x,x
CCC(CC)c1nnc(NC(=O)CS(=O)(=O)Cc2ccccc2)s1,0,97,97,x,-12,82,x,12,82
COCCn1c(C)cc(C(=O)COC(=O)CCN2C(=O)c3ccccc3C2=O)c1C,1,91,91,5%,-1,177,-5%,0,177
O=C1CCCc2c1cc(C(=O)Nc1ccc(Cl)cn1)c(=O)n2-c1ccccc1,-1,94,95,-62%,x,x,2%,x,x
CCN(CC)c1nc(C#N)nc(N(CC)CC)n1,x,x,x,2%,x,x,-11%,x,x
Cc1cc(C)n(-c2nc3ccccc3c(=O)n2OCC(=O)Nc2c(C)cccc2C)n1,2,78,77,-27%,0,164,-5%,0,164
COc1ccccc1N1CCN(C(=O)Cn2nnc(-c3cccs3)n2)CC1,-21,59,81,-62%,x,x,-6%,x,x
Cc1ccc(-c2nc(NC(=O)CSc3nnnn3-c3ccccc3)ns2)cc1,-42,46,87,-1%,13,111,1%,-13,111
Cc1ccc2ncnc(NCCC(=O)O)c2c1,5,112,107,x,7,146,x,-7,146
Cc1nc2oc3c(NCc4ccccc4)ncnc3c2c2c1COC(C)(C)C2,-19,72,91,-43%,11,93,-21%,-11,93
Nc1ccc(-c2cnc(-c3ccc(N)cc3)nc2)cc1,6,95,89,10%,18,115,-10%,-18,115
CCOc1cc2[nH]c(=S)n(CCCN3CCCC3=O)c(=O)c2cc1OCC,-15,65,80,-51%,x,x,2%,x,x
COc1ccc(Br)cc1/C=C/C(=O)Nc1c(C)cccc1C,x,x,x,12%,-4,128,0%,4,128
Cc1nc2ccccc2c2oc(C(=O)NCCN3CCCCC3C)cc12 (stereo not given),-3,89,92,-23%,x,x,4%,x,x
COCCCNC(=O)CCN1C(=O)COc2ccccc21,5,97,91,10%,-1,98,-1%,1,98
COc1ccc(CN(C(=O)CSc2nnc(-c3ccccc3F)o2)c2ccc(F)cc2)cc1,-5,77,82,-37%,u,x,-4%,-46,134
C=CCn1c(COc2ccc(Cl)cc2)nnc1SCC(=O)N/N=C/c1ccccc1,x,x,x,5%,1,176,2%,-1,176
O=C(c1ccccc1)c1cccn1CC(=O)N1CCCCCC1,-10,97,107,-2%,3,168,4%,-3,168
CC(C)C(=O)Nc1ccccc1C(=O)N/N=C/c1ccc([N+](=O)[O-])cc1,x,x,x,11%,19,169,3%,-19,169
Cc1cccc(C(=O)Nc2cccc(OC(=O)c3cccc(C)c3)c2)c1,x,x,x,-2%,-8,96,-14%,8,96
CC(=O)OCc1nc2ccccc2s1,-7,77,84,16%,4,158,-5%,-4,158
CC(C)(C)NC(=S)NCc1cccnc1,x,x,x,0%,12,143,-5%,-12,143
OC(CNCc1ccco1)Cn1c2ccccc2c2ccccc21 (stereo not given),-3,56,59,-61%,2,73,5%,-2,73
COc1ccc(-c2nc3c(n2O)CCC/C3=N\O)cc1,-5,74,79,8%,-10,61,2%,10,61

# In a second layout: 15 of the compounds above
SMILES | MRP reversal | MRP reversal cytotoxicity | MRP reversal with doxorubicin | PLAP inhibitors HTS | IL1B NFkB pot | IL1B NFkB pot cell count 2 µM | Bcl-B TR3 displacers | IL1B NFkB inh | IL1B NFkB inh cell count 2 µM
Cc1cc(C)n(-c2nc3ccccc3c(=O)n2OCC(=O)Nc2c(C)cccc2C)n1 | 2 | 78 | 77 | -27% | 0 | 164 | -5% | 0 | 164
COc1ccccc1N1CCN(C(=O)Cn2nnc(-c3cccs3)n2)CC1 | -21 | 59 | 81 | -62% | x | x | -6% | x | x
Cc1ccc(-c2nc(NC(=O)CSc3nnnn3-c3ccccc3)ns2)cc1 | -42 | 46 | 87 | -1% | 13 | 111 | 1% | -13 | 111
Cc1ccc2ncnc(NCCC(=O)O)c2c1 | 5 | 112 | 107 | x | 7 | 146 | x | -7 | 146
Cc1nc2oc3c(NCc4ccccc4)ncnc3c2c2c1COC(C)(C)C2 | -19 | 72 | 91 | -43% | 11 | 93 | -21% | -11 | 93
Nc1ccc(-c2cnc(-c3ccc(N)cc3)nc2)cc1 | 6 | 95 | 89 | 10% | 18 | 115 | -10% | -18 | 115
CCOc1cc2[nH]c(=S)n(CCCN3CCCC3=O)c(=O)c2cc1OCC | -15 | 65 | 80 | -51% | x | x | 2% | x | x
COc1ccc(Br)cc1/C=C/C(=O)Nc1c(C)cccc1C | x | x | x | 12% | -4 | 128 | 0% | 4 | 128
Cc1nc2ccccc2c2oc(C(=O)NCCN3CCCCC3C)cc12 (stereo not given) | -3 | 89 | 92 | -23% | x | x | 4% | x | x
COCCCNC(=O)CCN1C(=O)COc2ccccc21 | 5 | 97 | 91 | 10% | -1 | 98 | -1% | 1 | 98
COc1ccc(CN(C(=O)CSc2nnc(-c3ccccc3F)o2)c2ccc(F)cc2)cc1 | -5 | 77 | 82 | -37% | u | x | -4% | -46 | 134
C=CCn1c(COc2ccc(Cl)cc2)nnc1SCC(=O)N/N=C/c1ccccc1 | x | x | x | 5% | 1 | 176 | 2% | -1 | 176
O=C(c1ccccc1)c1cccn1CC(=O)N1CCCCCC1 | -10 | 97 | 107 | -2% | 3 | 168 | 4% | -3 | 168
CC(C)C(=O)Nc1ccccc1C(=O)N/N=C/c1ccc([N+](=O)[O-])cc1 | x | x | x | 11% | 19 | 169 | 3% | -19 | 169
Cc1cccc(C(=O)Nc2cccc(OC(=O)c3cccc(C)c3)c2)c1 | x | x | x | -2% | -8 | 96 | -14% | 8 | 96

# Further entries.
SMILES,MRP reversal,MRP reversal cytotoxicity,MRP reversal with doxorubicin,PLAP inhibitors HTS,IL1B NFkB pot,IL1B NFkB pot cell count 2 µM,Bcl-B TR3 displacers,IL1B NFkB inh,IL1B NFkB inh cell count 2 µM
Cc1cc(C)n(-c2ccc(C(=O)OCC(=O)Nc3ccc(S(=O)(=O)N4CCOCC4)cc3)cc2)n1,-17,77,93,-62%,6,135,-44%,-6,135
Cc1ccnc(NC(=O)C2CCCN(S(=O)(=O)c3cnc[nH]3)C2)c1 (stereo not given),4,101,97,2%,13,64,0%,-13,64
Cc1ccc(-c2noc(CCCOc3ccc(Cl)cc3Cl)n2)cc1,2,98,97,14%,6,154,-5%,-6,154
CCCCCCn1c(N2CCC(C)CC2)nc2c1c(=O)[nH]c(=O)n2C,6,72,65,-18%,-5,130,8%,5,130
COC(=O)c1sccc1NC(=O)c1ccc2c(c1)OCO2,12,39,27,4%,15,76,-5%,-15,76
CC(C)CC(NC(=O)C1CCC(C)CC1)C(=O)Nc1ccc2c(c1)OCCO2 (stereo not given),8,90,82,-48%,18,83,-18%,-18,83
O=C(Nc1ccccc1)c1c(F)c(F)c(F)c(F)c1F,9,106,97,8%,2,108,-2%,-2,108
O=C(CSc1nnc2c(Cl)cc(Cl)cn12)N1CCOCC1,x,x,x,7%,9,144,3%,-9,144
COc1ccc(S(=O)(=O)Nc2cc(C)nn2-c2ccccc2)cc1,x,x,x,-2%,-2,189,0%,2,189
CCn1c(SCC(N)=O)nnc1-c1ccco1,1,88,87,13%,-6,159,2%,6,159
COC(=O)c1cccc(N2C(=O)C(Cl)=C(N3CCOCC3)C2=O)c1,x,x,x,-23%,8,92,4%,-8,92
CCOC(=O)c1ccc(NC(=O)CC2C(=O)N(c3ccc(F)cc3)C(=O)N2CCC(C)C)cc1 (stereo not given),-31,58,89,-52%,-3,73,2%,3,73
CC(=O)C1=C(O)C(=O)N(Cc2cccnc2)C1c1ccc(C)cc1 (stereo not given),5,96,92,x,-26,101,x,26,101
Clc1cc(Sc2ccc(Br)cc2)nnc1-c1ccccc1,x,x,x,4%,13,134,-8%,-13,134
O=P(OC1CCCCC1)(OC1CCCCC1)C(O)c1ccccc1 (stereo not given),17,84,67,-59%,15,43,8%,-15,43
CCCCCCCC1(C)NC(=O)N(c2ccccc2)N1 (stereo not given),2,93,91,-3%,3,145,-11%,-3,145
O=C1c2oc3ccc(Br)cc3c(=O)c2C(c2cccnc2)N1Cc1ccco1 (stereo not given),-5,94,99,6%,x,x,7%,x,x
CCCCOc1ccc(/C=N/NC(=S)Nc2cc(C)ccc2C)cc1,x,x,x,-17%,-16,166,2%,16,166
CC(C)C(=O)Nc1ccc(Cc2ccc(NC(=O)C(C)C)c(O)c2)cc1O,7,99,92,-51%,-5,131,-4%,5,131
O=C(NNC(=S)Nc1ccccc1)C1CC1,x,x,x,-75%,x,x,5%,x,x
CC1(C)CC(=O)c2cnc(NC(=O)CCc3ccccc3)nc2C1,10,87,77,6%,8,142,-3%,-8,142
COc1cccc(N2CCN(C(=O)c3ccc4nc(N5CCCCC5)sc4c3)CC2)c1,6,95,88,-79%,1,161,7%,-1,161
CC(=O)Oc1cccc(/C=c2\sc3nc(-c4ccco4)nn3c2=O)c1,-10,11,21,4%,9,116,3%,-9,116
Cc1cnc(C(=O)OCC(=O)Nc2cccc(Cl)c2)cn1,x,x,x,-10%,15,171,-19%,-15,171
CC(C)NC(=O)c1n[nH]c(=O)c2ccccc12,-11,92,103,18%,-8,91,0%,8,91
O=C(CSc1nc2c(cnn2-c2ccccc2)c(=O)[nH]1)N1CCOCC1,-3,75,77,-8%,-5,186,-2%,6,186
O=C(N/N=C/c1ccc(Cl)cc1)Nc1ccccc1,x,x,x,-2%,13,170,-1%,-14,170
COC(=O)C1=C(C)N(C)C(C)=C(C(=O)OC)C1c1ccc(Cl)cc1,8,89,81,3%,-2,121,19%,2,121
COc1ccccc1N1CCN(C(=O)c2ccc(Br)s2)CC1,-18,56,75,-44%,x,x,-4%,x,x
Cc1cccc(CN2CCN(CC(=O)NCCCN3CCN(c4ccc(F)cc4)CC3)C2=O)c1,13,98,85,-72%,29,163,-5%,-29,163
